TRPC4 block: blocks the mouse TRPC4 cation channel; Q9QUQ5; B-score at 10 µM; actives 0.39% (n = 300,000); HEK293 TRPC4beta/mu-opioid, DAMGO-evoked Fluo4 calcium flux; hits give low values;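 active = B-score over 3 SD under the library average, no early fluorescence shift, positive overall ratio signal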
Target sequence (Q9QUQ5 whole entry, looked up): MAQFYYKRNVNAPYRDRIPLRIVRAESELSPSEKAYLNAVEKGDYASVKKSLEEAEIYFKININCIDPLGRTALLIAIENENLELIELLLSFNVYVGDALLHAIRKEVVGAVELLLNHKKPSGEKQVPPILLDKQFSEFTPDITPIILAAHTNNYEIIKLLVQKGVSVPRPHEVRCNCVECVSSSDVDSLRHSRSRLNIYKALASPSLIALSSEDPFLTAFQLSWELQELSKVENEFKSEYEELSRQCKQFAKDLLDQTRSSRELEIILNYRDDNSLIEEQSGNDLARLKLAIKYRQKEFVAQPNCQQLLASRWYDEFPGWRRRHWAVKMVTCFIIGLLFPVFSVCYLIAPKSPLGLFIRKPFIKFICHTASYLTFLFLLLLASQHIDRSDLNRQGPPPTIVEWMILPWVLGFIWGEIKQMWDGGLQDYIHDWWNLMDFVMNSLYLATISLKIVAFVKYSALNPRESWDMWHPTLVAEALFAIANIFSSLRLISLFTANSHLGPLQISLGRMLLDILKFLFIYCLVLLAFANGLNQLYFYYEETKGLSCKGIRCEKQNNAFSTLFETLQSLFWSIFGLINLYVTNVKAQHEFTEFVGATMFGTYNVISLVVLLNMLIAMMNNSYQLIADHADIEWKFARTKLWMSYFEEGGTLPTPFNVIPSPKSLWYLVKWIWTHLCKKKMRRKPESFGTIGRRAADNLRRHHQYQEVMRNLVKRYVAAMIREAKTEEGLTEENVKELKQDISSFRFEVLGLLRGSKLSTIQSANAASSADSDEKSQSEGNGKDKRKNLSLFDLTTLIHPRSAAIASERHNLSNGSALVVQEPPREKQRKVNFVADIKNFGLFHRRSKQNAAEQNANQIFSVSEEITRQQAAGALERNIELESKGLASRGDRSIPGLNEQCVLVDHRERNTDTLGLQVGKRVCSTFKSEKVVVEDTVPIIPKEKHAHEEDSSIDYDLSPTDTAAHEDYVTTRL
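System: stable TRPC4beta/mu-opioid receptor HEK293 cells; Dosing: single-point compound dosing; Measured by: Fluo4 Ca2+ flux fluorescence; Read-out basis: per-well B score of integrated baseline-normalized Fluo4 ratio.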
IEC-6 tox: counter-screen for KLF5 inhibitors: cytotoxicity in IEC-6 cells | IEC-6 cytotoxicity, luminescence viability | actives 0.78% (n = 290,000) | inhibition, % at 5 µM; in the data active = inhibition above about 22%;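 note: 0% = plate median of test compound wells and 100% = cytotoxic reference compound wells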
TRPC4 potent: allosterically enhances the mouse TRPC4 cation channel; Q9QUQ5; HEK293 TRPC4beta/mu-opioid, DAMGO EC20, Fluo-4 Ca2+ flux; hits give high values; B-score at 10 µM; actives 0.42% (n = 310,000); AID 2227;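 active = B-score of calcium response area above 5 SD of library B-scores, with initial fluorescence ratio within 5 SD of library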;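 note: B-score of integrated fluorescence ratio over time as area under calcium response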
KLF5 inhibitor: inhibitors of KLF5 expression; actives 0.23% (n = 290,000); AID 1700; DLD-1 KLF5 promoter-luciferase reporter, luminescence; inhibition, % at 5 µM;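 active = inhibition above a per-plate limit of that plate's mean compound inhibition plus 3 SD, cut at about 60% in these data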;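 note: 0% = DMSO wells and 100% = LY294002 at 200 µM; higher means less KLF5 promoter-driven luciferase light; inactives centre near -14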
HIF activator: HIF pathway transcriptional activation | U2OS HRE-luciferase reporter, luminescence; normalized: DMSO 0%, desferrioxamine 100% | activation, % at 7.5 µM (by protocol) | actives 0.32% (n = 300,000);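 active = mean activation of at least 10% of the iron chelator positive control signal, with at least half of replicates also reaching 10%; inconclusive = mean and replicate majority disagree about reaching 10%; inactive = mean and most replicates under 10%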
MrgX1 antagonist: human MrgX1 receptor antagonism, primary screen | B-score at 10 µM | MRGX1-HEK293 calcium flux, Fluo-4, BAM8-22 antagonism; hits give low values | actives 1.3% (n = 310,000) | Q96LB2 | AID 588676;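 active = calcium-response B-score plate-corrected more than 3 library SD below zero, starting fluorescence within 5 deviations, no agonist response on first addition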;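 note: peak minus trough fluorescence over baseline after final BAM8-22 challenge near maximal dose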
TRPC4 agonist: TRPC4 (mouse) channel activation. HEK293 TRPC4beta/mu-opioid, Fluo4 calcium fluorescence; hits give high values. B-score at 10 µM. actives 0.49% (n = 310,000);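 active = B-score above 5 SD of library B-scores, and initial fluorescence ratio not above library mean plus 5 SD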;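 note: positive B-score marks a calcium rise read as TRPC4 activation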
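Material: TRPC4beta and mu-opioid receptor HEK293 stable cells | Incubation: 45 min room-temperature Fluo4 loading, 110 s read | Detection: Kinetic Fluo4 calcium fluorescence | Measure: Integrated baseline-normalised fluorescence ratio, converted to per-well B score | Benchmarks: Low control buffer alone, high control maximal DAMGO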
aSyn 5UTR inh: 5' untranslated region of α-synuclein, MLPCN primary screen; alpha-synuclein 5'UTR reporter, inhibitor activity; inhibition, % (tested at 7.5 µM); actives 0.82% (n = 300,000); AID 1813; in the data active = inhibition above about 60%; inconclusive = no clear call, values can overlap the other calls;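 note: H4 neuroglioblastoma cells stably carrying SNCA 5'UTR luciferase fusion; 0% = DMSO wells and 100% = positive control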
TRPC6 act: mouse TRPC6 channel activation. Q61143. HEK293-TRPC6 membrane potential dye fluorescence; hits give high values. B-score at 10 µM. actives 0.13% (n = 310,000). AID 2550;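 active = B-score of the integrated fluorescence ratio above library mean plus 3 SD, and starting fluorescence ratio within library mean plus 5 SD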;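 note: higher score means more depolarization so channel activation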
TRPC6 inhibitor: blocks the mouse TRPC6 cation channel. HEK293-TRPC6, membrane potential dye, ACh-evoked depolarization; hits give low values. Q61143. B-score at 10 µM. actives 1.1% (n = 310,000);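 active = B-score under library mean minus 3 SD, initial fluorescence not abnormally high, positive integrated signal ratio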;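 note: B-score derived from integrated fluorescence ratio over the kinetic read; more negative B-score means stronger inhibition of depolarization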
SKKanGAS inh: blocks kanamycin growth of S. pyogenes SKKanGAS strain. inhibition, % at 7.5 µM. AID 1662. BacTiter-Glo, 6 h. actives 1.3% (n = 300,000);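 active = mean replicate score, as percent of positive control median, at least 50; inconclusive = mean below 50 but one replicate at or above 50; inactive = mean and every replicate below 50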;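 note: strain carries kanamycin resistance gene driven by streptokinase promoter and grows in 40 µg/ml kanamycin; loss of luminescence reflects streptokinase promoter inhibition or plain growth inhibition; 0% = median of DMSO wells and 100% = positive control at its reference dose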
Starred values were filed as active, the others as inactive; i = inactive; ? = inconclusive; nt = not tested or not shown.

SMILES | TRPC4 block | IEC-6 tox | TRPC4 potent | KLF5 inhibitor | HIF activator | MrgX1 antagonist | TRPC4 agonist | aSyn 5UTR inh | TRPC6 act | TRPC6 inhibitor | SKKanGAS inh
Cc1cc(O)c(-c2n[nH]c3c2C(c2cccc(O)c2)N(Cc2cccnc2)C3=O)cc1Cl (stereo unspecified) | i | -6.1 | i | -22.7 | -0.1 | i | i | 32.9 | i | i | 5.8
CC(NC(=S)Nc1cccc(F)c1)C(c1cccs1)N1CCOCC1 (stereo unspecified) | i | -13.0 | i | -41.3 | -0.3 | i | i | 3.0 | i | i | -4.2
Cc1ccc2oc(C(=O)N(Cc3ccc(N(C)C)cc3)C3CCS(=O)(=O)C3)c(C)c2c1 (stereo unspecified) | i | -0.5 | i | -11.3 | -0.3 | i | i | 6.3 | i | i | -9.9
O=C(COC(=O)c1cc(Cl)ccc1[N+](=O)[O-])NCc1ccc(Cl)cc1Cl | i | 4.5 | i | 5.6 | -1.1 | i | i | 12.4 | i | i | -1.1
Cc1c(C(=O)NN2CCOCC2)cccc1[N+](=O)[O-] | i | nt | i | nt | 0.2 | i | i | -3.3 | i | i | 2.2
Cc1cccc(N(C)S(=O)(=O)c2ccc3c(c2)NC(=O)CC(=O)N3)c1 | i | 7.7 | i | -11.2 | 1.3 | i | i | -9.0 | i | i | -4.6
COc1ccc(-c2csc(/C(C#N)=C(\O)CSc3nccn3C)n2)cc1OC | i | 2.3 | i | -16.1 | -0.1 | i | i | 23.9 | i | i | 9.3
COc1ccc(-c2cc(C)no2)cc1S(=O)(=O)NCC(C)c1ccccc1 (stereo unspecified) | i | -2.6 | i | -10.9 | -0.2 | -6.66* | i | 0.6 | i | i | -1.5
CC1CCc2c(sc(NC(=O)Cn3nc(C(F)(F)F)c4c3CCCCC4)c2C#N)C1 (stereo unspecified) | i | 2.1 | i | -19.5 | -0.3 | i | i | -8.6 | i | i | 1.0
COc1ccc(/C=c2\s/c(=C/C(=O)c3ccc(C)cc3)[nH]c2=O)cc1OC | i | 2.2 | i | 6.3 | -0.4 | i | i | -14.3 | i | i | 61.8*
CCN(CC)c1ccc(NC(=O)c2c(C)noc2C)cc1 | i | -6.1 | i | -24.7 | 0.4 | i | i | -10.4 | i | i | ?
CC(C)C(C(=O)OCC(=O)c1ccc2c(c1)NC(=O)CO2)N1C(=O)c2ccccc2C1=O (stereo unspecified) | i | 2.7 | i | 9.5 | -0.1 | i | i | -5.2 | i | i | 3.4
COc1ccc(Cl)cc1NC(=O)C1CCCN(c2ncnc3c2nc2n3CCCCC2)C1 (stereo unspecified) | i | 3.6 | i | -9.6 | 0.1 | i | i | -0.3 | i | i | 13.7
CCCS(=O)(=O)c1nc(S(=O)(=O)c2ccc(C)cc2)c(N2CCCC(C)C2)s1 (stereo unspecified) | i | 7.3 | i | -25.4 | -2.2 | i | i | 1.6 | i | i | -9.9
CC(=O)c1ccc(S(=O)(=O)NCc2nnnn2-c2ccccc2)cc1 | i | -4.7 | i | -18.2 | -0.2 | i | i | 0.5 | i | i | -2.9
CCCCOC(=O)c1c(C)oc2ccc(NS(=O)(=O)c3ccc4c5c(cccc35)C(=O)N4)cc12 | i | -1.3 | i | -16.8 | 0.0 | i | i | 0.9 | i | i | 24.5
COc1cccc(NC(=O)CN(C)CC(=O)Nc2ccc3c(c2)CCC3)c1 | nt | 1.5 | i | -16.8 | 0.9 | i | i | 6.7 | i | i | -3.6
CCCN1Cc2cccc(C(=O)NC(CC(=O)OCC)c3ccc(OC(C)C)cc3)c2C1=O (stereo unspecified) | i | -1.3 | i | -31.9 | -0.1 | i | i | -6.3 | i | i | -17.9
COc1cc(CN2CCC(C(=O)N3CCCC(C)C3)CC2)cc(Br)c1O (stereo unspecified) | i | 4.1 | i | -25.3 | -0.1 | i | i | 9.0 | i | i | -2.6
N#CC(c1ccc(Cl)cc1)c1ccc2c(C(F)(F)F)cc(C(F)(F)F)nc2n1 (stereo unspecified) | i | 10.8 | i | -9.5 | 1.3 | i | i | 111.6* | i | i | 38.4

The last two records of the section before come first, to join the parts.
SMILES | TRPC4 block | IEC-6 tox | TRPC4 potent | KLF5 inhibitor | HIF activator | MrgX1 antagonist | TRPC4 agonist | aSyn 5UTR inh | TRPC6 act | TRPC6 inhibitor | SKKanGAS inh
COc1cc(CN2CCC(C(=O)N3CCCC(C)C3)CC2)cc(Br)c1O (stereo unspecified) | i | 4.1 | i | -25.3 | -0.1 | i | i | 9.0 | i | i | -2.6
N#CC(c1ccc(Cl)cc1)c1ccc2c(C(F)(F)F)cc(C(F)(F)F)nc2n1 (stereo unspecified) | i | 10.8 | i | -9.5 | 1.3 | i | i | 111.6* | i | i | 38.4
Cc1cc(NC(=S)N(Cc2ccc(Cl)cc2)Cc2ccc(C(=O)O)cc2)ccc1Cl | i | -5.8 | i | 24.3 | 0.2 | i | i | -9.2 | i | i | 64.4*
O=C(Nc1ccc(C(=O)O)cc1)/C(=C\c1ccccc1)NC(=O)c1ccccc1 | i | 2.2 | i | -4.1 | -0.1 | i | i | -12.6 | i | i | -1.8
Cc1ccc2[nH]c(=O)c(CN(Cc3ccc4c(c3)OCO4)Cc3nnnn3C3CCCC3)cc2c1 | i | -0.7 | i | -1.3 | 0.3 | i | i | 34.4 | i | i | 6.5
O=C(NCCOc1nc(N2CCOCC2)nc(N2CCOCC2)n1)Nc1ccc(Cl)cc1 | i | 0.2 | i | -29.1 | -0.1 | i | i | -8.8 | i | i | -2.8
COC(=O)C1=C(N)Oc2cc(C)n(CCCn3ccnc3)c(=O)c2C1c1ccc(Cl)cc1 (stereo unspecified) | i | 3.3 | i | -5.4 | 0.0 | i | i | -13.6 | i | i | 0.5
C=C1CCN([C@@H](CC(C)C)C(=O)NCc2ccc(Cl)c(Cl)c2)S(=O)(=O)c2ccccc21 | i | nt | i | nt | -0.2 | i | i | 32.8 | i | i | 22.0
CC(C)(C)C(=O)Nc1cccc(OC(F)(F)C(F)Cl)c1 (stereo unspecified) | i | -1.9 | i | -17.3 | nt | i | i | nt | i | i | nt
Cc1cc([N+](=O)[O-])nn1CC(=O)Nc1nccs1 | i | -2.7 | i | -29.3 | 0.0 | i | i | 26.6 | i | i | 0.0
CC(=O)c1nn(-c2ccc(Cl)cc2)cc1C(=O)c1ccc(C)cc1 | i | nt | i | nt | 0.0 | i | i | -4.9 | i | i | 7.6
COC(=O)c1[nH]c2ccccc2c1NC(=O)CN1CCCc2ccccc21 | i | 0.6 | i | -4.9 | 0.9 | i | i | -49.7 | i | i | 1.3
Cc1ccc(N2C(=O)CC(Sc3cccs3)C2=O)cc1 (stereo unspecified) | i | -4.6 | i | 3.8 | -0.3 | i | i | 0.3 | i | i | 4.1
O=C(c1ccc(N2CCOCC2)cc1)N1CCCC(Nc2ccccc2)C1 (stereo unspecified) | i | -2.4 | i | 0.7 | 0.1 | i | i | 27.2 | i | i | -2.3
CCc1cc2c(=O)n(N)c(CCC(=O)O)nc2s1 | i | -3.4 | i | -19.3 | 0.6 | i | i | 22.5 | i | i | 2.8
CCc1cc2ccc(C)cc2nc1SCC(=O)NNC(=O)c1ccco1 | i | 5.7 | i | 1.9 | -0.2 | i | i | 18.4 | i | i | -2.0
CSc1nc(=S)n(-c2ccc([N+](=O)[O-])cc2)c(C)c1C(C)=O | i | -1.3 | i | -14.6 | -16.8 | i | i | -20.6 | i | i | 7.2
O=C(CN1CCN(C(=O)c2cccs2)CC1)Nc1ccc(Br)cc1 | i | 0.3 | i | -29.4 | 0.2 | i | i | -22.5 | i | i | -2.2
COc1ccc(/C=C2\SC(=O)N(CCCC(=O)Nc3ccc(C(=O)O)cc3)C2=O)cc1OC | i | 0.6 | i | -6.2 | -1.8 | i | i | 73.4* | i | i | 10.3
Cc1cc(C)c(C2C(C#N)=C(N)Oc3n[nH]c(C)c32)cc1CN1CCOCC1 (stereo unspecified) | i | -4.1 | i | -43.1 | 0.4 | i | i | -5.9 | i | i | -3.0
CCOC(=O)CSc1nc2sc3c(c2c(=O)[nH]1)CC(C)(CC)OC3 (stereo unspecified) | i | 1.2 | i | -12.1 | 0.7 | i | i | -12.1 | i | i | -0.7
C=CCNC(=O)c1onc(CSc2ccccn2)c1C(=O)NCC=C | i | nt | i | nt | 0.0 | i | i | -1.8 | i | i | 3.7
O=[N+]([O-])c1cccn2cc(-c3ccc(Br)cc3)nc12 | i | 7.9 | i | -193.0 | 1.8 | i | i | -315.3 | i | i | 12.1
Cc1ccc(Cn2c(=N)c(C(=O)NC3CCCC3)cc3c(=O)n4ccccc4nc32)cc1 | i | -3.9 | 78* | 13.2 | 0.5 | i | 66* | 7.6 | i | i | -6.2
C=CCNC(=O)/C(C#N)=C/c1c(N(Cc2ccccc2)Cc2ccccc2)nc2ccccn2c1=O | i | -1.0 | i | 6.7 | -0.1 | i | i | 5.8 | i | i | 12.2
CC(=O)c1ccccc1Oc1cc(NN2CCCCC2)c([N+](=O)[O-])cc1[N+](=O)[O-] | i | -6.5 | i | 10.5 | -0.2 | i | i | -13.0 | i | -5.98* | 13.5
CC(C)CCNC(=O)c1ccc2c(Cl)c3c(nc2c1)CCC3 | i | 2.4 | i | -152.3 | -16.7 | i | i | -33.1 | i | i | -9.5
Cc1ccc(NC(=O)CSCC(=O)Nc2cccc3ncccc23)cc1 | i | nt | i | nt | 2.1 | i | i | 11.1 | i | i | -3.5
Cc1cc(C)nc(N2CCC(C(=O)NCCc3ccc(F)cc3)CC2)n1 | i | -0.9 | i | -16.4 | -0.5 | i | i | -1.8 | i | i | -7.7
CCOc1ccccc1C1C(C#N)=C(N)Nc2onc(-c3ccccc3)c21 (stereo unspecified) | i | -0.5 | i | 9.3 | 0.0 | i | i | 8.2 | i | i | -0.4
CC(C)NC(=O)CN(C(=O)CCC(=O)Nc1nccs1)c1ccc2c(c1)OCO2 | i | 0.0 | i | -7.7 | -0.2 | i | i | -25.9 | i | i | 4.6
COC(=O)Nc1sccc1C(=O)Nc1sccc1C(=O)OC | i | 2.8 | i | 9.7 | 0.2 | i | i | 22.7 | i | i | 3.5
CCn1nc(C)c(CN2CCC(Oc3ccc(C(=O)N4CCCC4)cc3)CC2)c1C | i | 3.7 | i | -19.9 | 1.0 | i | i | -17.1 | i | i | 0.7
CCCCCCC(=O)Nc1cc2c(C)cc(=O)oc2cc1C | i | 6.0 | i | 3.7 | 0.4 | i | i | 3.0 | i | i | 0.7
Cn1cccc1/C=N/NC(=O)c1cccnc1 | i | -2.1 | i | -21.3 | 0.0 | i | i | -0.2 | i | i | -0.9
